From PubChem BioAssay
eIF4E 4G PPI – inhibitors of eIF4E and eIF4G interaction in translation initiation | P63073+Q04637 | TR-FRET eIF4E-eIF4GI(517-606) binding, 2 h | inhibition, % at 21.7 µM | 220,000 tested, 0.37% active | AID 782;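 further: 0% = full FRET control wells and 100% = background wells lacking eIF4GI fragment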
KCC2 mod – KCC2 (human) Cl- transport modulation. Q9H2X9. KCC2 cells, thallium flux FluoZin-2 fluorescence. B-score of Tl+ flux slope (higher = more flux/activation; lower = inhibition) at 10 µM. 190,000 tested, 2.2% active;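 active means thallium flux slope and its plate-corrected score both differing from the plate sample mean at a set confidence after two filtering rounds, in either direction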;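 further: slope of fluorescence scaled to starting intensity during 10 to 20 s after thallium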
EBV gp42 block – blocks Epstein-Barr virus glycoprotein 42 binding; Fluorescence polarization binding assay, mP read-out; inhibition, % (tested at 21.74 µM); 220,000 tested, 0.42% active; in the data active means inhibition above about 50%
Target sequence (Q1HVG2 whole entry, looked up): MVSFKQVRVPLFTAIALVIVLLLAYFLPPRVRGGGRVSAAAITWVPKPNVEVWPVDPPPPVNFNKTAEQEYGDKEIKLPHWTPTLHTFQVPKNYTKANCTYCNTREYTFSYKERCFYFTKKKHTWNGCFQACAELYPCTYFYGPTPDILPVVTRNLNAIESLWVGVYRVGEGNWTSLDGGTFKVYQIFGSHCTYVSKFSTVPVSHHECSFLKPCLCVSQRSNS
Furin inh – human furin inhibition; AID 463115; purified furin, fluorogenic substrate cleavage; 220,000 tested, 0.061% active; P09958; inhibition, % at 30 µM; in the data active means inhibition above about 25%; further: inactives centre near -15
Thrombin inh – thrombin (human) inhibition; P00734; alpha-thrombin, Boc-VPR-AMC fluorogenic substrate cleavage; inhibition, % at 5 µM; 220,000 tested, 0.26% active; AID 1046;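 active means inhibition at or above 40%; inactive means inhibition below 40%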;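 further: 0% = enzyme with no compound and 100% = wells without enzyme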
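System – human alpha-thrombin · Medium – pH 7.5 Tris (50 mM) with NaCl 150 mM, Tween 20 0.05% · Compound – single-point dosing at 5 µM, 0.2% DMSO · Incubation – enzyme reaction carried out at room temperature · Technique – fluorescence of released AMC, ex 355 nm, em 460 nm · Read-out basis – % inhibition of thrombin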
hK5 inh – blocks human kallikrein 5 protease activity | recombinant hK5, fluorogenic AMC substrate cleavage | inhibition, % at 5 µM | 210,000 tested, 0.59% active;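 active means inhibition of 40% or more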;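 further: 0% = enzyme controls without compound and 100% = no-enzyme blanks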
NCF1 inh – blocks human p47phox regulatory protein of NADPH oxidases; p47phox/p22phox peptide binding, fluorescence polarization, 2 h; 220,000 tested, 0.53% active; P14598; inhibition, % at 24.7 µM;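 further: 0% = p47phox with labelled peptide and 100% = labelled peptide alone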
Rad51 HR inh – blocks human Rad51 in homologous recombination; hRad51 DNA strand exchange, fluorescence dequenching; 200,000 tested, 0.085% active; Q06609; inhibition, % at 10 µM;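 active means inhibition above 40% at the single screening dose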;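 further: 0% = DMSO control wells and 100% = blanks with heterologous ssDNA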
Target sequence (Q06609 whole entry, looked up): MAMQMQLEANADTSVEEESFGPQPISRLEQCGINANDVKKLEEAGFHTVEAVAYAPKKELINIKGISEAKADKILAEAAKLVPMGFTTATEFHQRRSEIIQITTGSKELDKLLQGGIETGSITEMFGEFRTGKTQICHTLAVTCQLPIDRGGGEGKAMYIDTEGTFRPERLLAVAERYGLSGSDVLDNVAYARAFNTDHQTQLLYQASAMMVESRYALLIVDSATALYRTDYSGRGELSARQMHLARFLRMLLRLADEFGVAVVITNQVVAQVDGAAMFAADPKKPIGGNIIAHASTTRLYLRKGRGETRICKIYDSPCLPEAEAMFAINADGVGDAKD
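Read-out basis: percent inhibition relative to plate controls and blanks / Assay system: human Rad51 nucleoprotein filaments preassembled on unlabelled ssDNA / Timing: filaments 15 min 37 °C, then compound 30 min / Control set: per-plate controls and blanks / Technique: fluorescence dequenching at 485/520 nm / Compound: 10 µM final, single point / Also added: Fluorescein- and BHQ1-tagged 47-mer duplex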
14-3-3 Bad inh – disrupts binding of bovine 14-3-3 zeta to phospho-Bad peptide | P63103 | TR-FRET 14-3-3zeta/Dy647-pBad peptide displacement, 1 h | inhibition, % at 21.7 µM | 220,000 tested, 0.71% active;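 active means inhibition above about 70%, limit read from the data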;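 further: 0% = full 14-3-3 plus peptide FRET controls and 100% = background without 14-3-3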
Target sequence (P63103 whole entry, looked up): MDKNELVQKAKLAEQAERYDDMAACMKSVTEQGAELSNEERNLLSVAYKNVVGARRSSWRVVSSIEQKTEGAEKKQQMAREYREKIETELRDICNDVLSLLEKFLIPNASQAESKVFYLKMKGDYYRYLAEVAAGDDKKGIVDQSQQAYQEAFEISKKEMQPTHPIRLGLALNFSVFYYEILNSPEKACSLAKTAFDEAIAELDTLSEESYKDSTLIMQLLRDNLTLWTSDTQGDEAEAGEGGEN
Numbers without * were called inactive; / = not tested or not shown; [ ] = another dose, or the depositor's remark.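 How the source made its calls, unless noted: active means inhibition above about 30% (limit read from the data); inactive means the rest.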

1) COc1ccccc1C(=O)O/N=C(\N)c1ccc(Cl)cc1
2) CN(C)c1ccc(NC(=O)Nc2csc3ccccc23)cc1
3) COC(=O)CCCC1=CC2=C(c3ccccc3)C(=O)C(C)(OC(=O)C3CCCC3)C(=O)C2=CN1C1CCCC1 (centres undefined)
4) CCOC(=O)CSc1nc2sc3c(c2c(=O)n1CC)CC(C)(C)OC3
5) COc1ccc(COC(=O)C2=C(C)NC(=O)NC2c2ccc(O)c(OC)c2)cc1 (centres undefined)
6) CC(=O)c1c(C)nc(-c2ccc(Cl)cc2Cl)n1O
assay / compound	1	2	3	4	5	6
eIF4E 4G PPI	-14	10	-6	-2	-19	-2
KCC2 mod	/	-0.011	0.038	/	/	0.023
EBV gp42 block	-28	-6	6	-23	-19	7
Furin inh	-15[20 µM]	-7	-19	-9	-30	-16[20 µM]
Thrombin inh	5	-2	-1	3	6	-5
hK5 inh	-12	-1	2	-24	-15	-24
NCF1 inh	-14	-3	8	-13	-4	0
Rad51 HR inh	-2	-3	0	4	-7	5
14-3-3 Bad inh	-1	6	-8	-8	0	6

7) COc1ccc(C(O)c2nc3ccccc3n2C)cc1OC (centres undefined)
8) CCOC(=O)CSc1nnc(CNC(=O)Cc2ccccc2)n1C
9) Cc1cc(C)cc(Oc2ccc(NC(=O)C3CC=CCC3C(=O)O)cc2)c1 (centres undefined)
10) Cc1cc(C)nc(NC(=O)c2cc3ccccc3o2)n1
11) CCCOc1ccc(/C(O)=C2/C(=O)C(=O)N(CCCN3CCOCC3)C2c2ccncc2)cc1 (centres undefined)
12) Nc1ccc(C(CC(=O)O)n2cccc2)cc1 (centres undefined)
assay / compound	7	8	9	10	11	12
eIF4E 4G PPI	5[fluorescence artefact?]	4	1	6[fluorescence artefact?]	2	-1
KCC2 mod	-1.8	/	-0.44	-0.14	1.4	0.57
EBV gp42 block	-15	-21	-3	-23	2	2
Furin inh	-18	-20	-17	-13	-15	-17
Thrombin inh	-3	5	-1	1	-7	-9
hK5 inh	1	-14	1	1	-3	-7
NCF1 inh	6	-4	-3	-3	8	-11
Rad51 HR inh	6	7	-7	-6	/	-4
14-3-3 Bad inh	-8[fluorescence artefact?]	10	-7	-8[fluorescence artefact?]	4	-7

13) Cc1ccc([N+](=O)[O-])cc1N/C=C1\CCCCC1=O
14) COc1cc(NC(=O)CSc2nc3[nH]ncc3c(=O)n2-c2ccccc2C)cc(OC)c1OC
15) O=C(COc1ccc2ccccc2c1)N/N=C/c1ccccn1
16) CCn1c(=N)n(CC(=O)C23CC4CC(CC(C4)C2)C3)c2ccccc21
17) CCCSc1nc2c(cnn2-c2ccc(Cl)cc2)c(=O)[nH]1
18) N#CC1=C(N)Oc2n[nH]c(-c3ccccc3)c2C1c1ccsc1 (centres undefined)
assay / compound	13	14	15	16	17	18
eIF4E 4G PPI	3	3	-5	-13	-5	5
KCC2 mod	-0.024	-0.19	-3.8*	0.38	/	0.51
EBV gp42 block	11	6	-13	5	-16	12
Furin inh	-11	-20	-33	-26	-22	-21[20 µM]
Thrombin inh	3	-6	-7	1	0	-1
hK5 inh	-18	-17	-2	-28	5	-9
NCF1 inh	-6	-5	-13	-6	-9	-3
Rad51 HR inh	-1	/	4	7	-3	5
14-3-3 Bad inh	-10	-3[fluorescence artefact?]	-12	-6	9	-9

19) CCC(=O)N(Cc1cc(=O)[nH]c2ccccc12)c1cccc(C)c1
20) Cc1ccc(NC(=O)c2ccc3c(c2)S(=O)(=O)c2ccccc2C3=O)cc1S(=O)(=O)N1CCOCC1
21) CC(C)c1nc(SCC(=O)N2CCN(c3ccccc3)CC2)c2c(=O)n(C)c(=O)n(C)c2n1
22) c1coc(CNCC2OCCc3ccccc32)c1 (centres undefined)
23) COc1ccc(NC(C)=O)cc1NC(C)C(=O)Nc1ccc(F)c(F)c1F (centres undefined)
24) Cc1nc2nc(Cc3ccccc3)[nH]n2c(=O)c1Cl
assay / compound	19	20	21	22	23	24
eIF4E 4G PPI	2	-5	6[fluorescence artefact?]	2	6	3[fluorescence artefact?]
KCC2 mod	-0.019	1.1	-0.19	-0.041	0.88	-0.18
EBV gp42 block	-11	-5	-1	-1	-16	3
Furin inh	-5	-22	-31	-27	-5[20 µM]	-29[20 µM]
Thrombin inh	0	1	-11	-8	1	1
hK5 inh	-26	0	-12	-6	-12	-4
NCF1 inh	4	2	-13	-12	-11	-3
Rad51 HR inh	-6	4	5	5	-5	1
14-3-3 Bad inh	-3	10	7[fluorescence artefact?]	-14	-13	6[fluorescence artefact?]

25) Cc1ccccc1C1CCCN(Cc2nc(CC3CC3)no2)C1 (centres undefined)
26) Cc1ccc(NC(=O)CSC2=C(C#N)C(c3ccco3)C3=C(CC(C)(C)CC3=O)N2)cc1 (centres undefined)
27) Cc1ccccc1NCC(=O)N/N=C/c1c(C)c(C(=O)c2ccc(Cl)cc2)n2ccccc12
28) CCCCCCCC(=O)NNC(=O)c1ccc([N+](=O)[O-])cc1
29) CCOc1cc(C(=O)N(C)c2ccccc2)cc(OCC)c1OCC
30) Cn1cc([N+](=O)[O-])c(C(=O)Nc2cnn(Cc3ccc(F)cc3)c2)n1
assay / compound	25	26	27	28	29	30
eIF4E 4G PPI	2	4	21	1	-7[fluorescence artefact?]	5
KCC2 mod	-0.15	-0.94	-0.77	-0.041	0.85	/
EBV gp42 block	-12	-3	-51	-7	-13	-2
Furin inh	-20	-14[20 µM]	-10	-19	-2[20 µM]	-16
Thrombin inh	0	-3	-2	-2	0	-5
hK5 inh	5	-5	-9	-2	-1	-11
NCF1 inh	-9	-20	-14	-2	-4	1
Rad51 HR inh	0	-2	8	2	-2	13
14-3-3 Bad inh	-10	-2	-8[fluorescence artefact?]	62[fluorescence artefact?]	8	-1

31) O=C(O)c1cccc(Cn2c(Cl)c(/C=N/NC(=O)c3ccccc3O)sc2=O)c1
32) COc1cc(/C=C2\CC/C(=C\c3cc(OC)c(O)c(OC)c3)C2=O)cc(OC)c1O
33) CCOC1=NN(c2ccc(Cl)cc2)C(=O)/C1=C\N(C)C
34) CCOP(=O)(OCC)C(NC(=O)C(F)(F)F)c1ccccc1 (centres undefined)
35) COc1cc(/C=C2/SC(=S)N(CC(=O)NC(C)(C)C)C2=O)cc(OC)c1OC
36) COc1ccc(CCc2cc(OC)cc(=O)o2)cc1
assay / compound	31	32	33	34	35	36
eIF4E 4G PPI	-9	40*[fluorescence artefact?]	-2	1	9	-18
KCC2 mod	1	-2.9	0.46	0.75	-0.042	0.012
EBV gp42 block	-13	-36	-15	-3	-23	-16
Furin inh	-30	2	-2	-28	-8	-38
Thrombin inh	1	-4	10	-7	1	4
hK5 inh	7	-32	-3	-9	-9	2
NCF1 inh	-15	-49	-10	-1	-47	3
Rad51 HR inh	-7	-42	31	10	1	2
14-3-3 Bad inh	8	-3[fluorescence artefact?]	-19	-5[fluorescence artefact?]	-14[fluorescence artefact?]	-3

37) CN(C)c1nc(NC(C)(C)C)nc(NC(C)(C)C)n1
38) CC[C@@H](C)C(C(=O)N1CCN(C(=O)OC(C)(C)C)CC1)n1cc(-c2cn([C@@H](C)C(=O)N3CCN(C(=O)OC(C)(C)C)CC3)nn2)nn1 (some centres undefined)
39) COC(=O)CNc1n[nH]c(=S)[nH]c1=O
40) NC(=O)COC(=O)c1cccnc1Nc1ccccc1F
41) COC(/C=C/Nc1ccc(C)cc1)=C(C#N)C#N
42) CCn1ncc(/C=N\NC(=O)c2cc(-c3ccc(C)cc3C)nc3ccccc23)c1C
assay / compound	37	38	39	40	41	42
eIF4E 4G PPI	11	1	0	-1	-11	0
KCC2 mod	0.52	1.2	0.095	0.032	/	-0.49
EBV gp42 block	-8	-3	-7	3	-21	7
Furin inh	-23	-22	-4	-20	-31[20 µM]	-6[20 µM]
Thrombin inh	1	-7	-4	4	2	-5
hK5 inh	0	-3	0	-16	1	-5
NCF1 inh	2	-6	-8	-6	0	-3
Rad51 HR inh	-1	0	/	9	2	-4
14-3-3 Bad inh	-1	-6	9	-8	-7	3

43) CCN(C(=O)CSc1nnnn1-c1ccccc1)c1c(N)n(Cc2ccccc2)c(=O)[nH]c1=O
44) O=C1CN(C(=O)COC(=O)CNC(=O)c2ccc(Br)o2)c2ccccc2N1
45) O=S(=O)(Nc1nccs1)c1ccc(Nc2nnc(-c3ccccc3)c3ccccc23)cc1
46) COc1ccccc1CNC(=O)C(C)Sc1ccsc1[N+](=O)[O-] (centres undefined)
47) COc1cccc(CNC(=O)C2CCN(S(=O)(=O)N3CCCC3)CC2)c1
48) O=C1SC(Cc2ccccc2)C(=O)N1c1ccccc1 (centres undefined)
49) COc1ccc(CC(NC(C)=O)C(=O)NC2CCN(c3nnnn3-c3ccccc3)CC2)cc1OC (centres undefined)
50) CN(C)S(=O)(=O)c1ccc(C(=O)NNc2nc(-c3ccccc3)c3cc(Br)ccc3n2)cc1
assay / compound	43	44	45	46	47	48	49	50
eIF4E 4G PPI	1	0	-4[fluorescence artefact?]	4	4[fluorescence artefact?]	-4	0	4
KCC2 mod	2	-1.3	-0.62	-1.6	0.081	0.85	/	0.21
EBV gp42 block	-44	-12	40	-12	4	-10	-19	6
Furin inh	-13	-15	-1	-3	-26	-9	-24	-19
Thrombin inh	-3	7	11	3	-6	-7	-9	-2
hK5 inh	21	-3	1	13	-11	0	2	-49
NCF1 inh	-24	-5	-8	2	6	-7	4	-14
Rad51 HR inh	-1	-5	-7	-10	1	/	21	16
14-3-3 Bad inh	4	5	25	13	0	-10	-7	-6[fluorescence artefact?]

Exported field by field: entries from further up
#46 COc1ccccc1CNC(=O)C(C)Sc1ccsc1[N+](=O)[O-] (centres undefined)
  eIF4E 4G PPI = 4 | KCC2 mod = -1.6 | EBV gp42 block = -12 | Furin inh = -3 | Thrombin inh = 3 | hK5 inh = 13 | NCF1 inh = 2 | Rad51 HR inh = -10 | 14-3-3 Bad inh = 13

#47 COc1cccc(CNC(=O)C2CCN(S(=O)(=O)N3CCCC3)CC2)c1
  eIF4E 4G PPI = 4[fluorescence artefact?] | KCC2 mod = 0.081 | EBV gp42 block = 4 | Furin inh = -26 | Thrombin inh = -6 | hK5 inh = -11 | NCF1 inh = 6 | Rad51 HR inh = 1 | 14-3-3 Bad inh = 0

#48 O=C1SC(Cc2ccccc2)C(=O)N1c1ccccc1 (centres undefined)
  eIF4E 4G PPI = -4 | KCC2 mod = 0.85 | EBV gp42 block = -10 | Furin inh = -9 | Thrombin inh = -7 | hK5 inh = 0 | NCF1 inh = -7 | Rad51 HR inh = / | 14-3-3 Bad inh = -10

#49 COc1ccc(CC(NC(C)=O)C(=O)NC2CCN(c3nnnn3-c3ccccc3)CC2)cc1OC (centres undefined)
  eIF4E 4G PPI = 0 | KCC2 mod = / | EBV gp42 block = -19 | Furin inh = -24 | Thrombin inh = -9 | hK5 inh = 2 | NCF1 inh = 4 | Rad51 HR inh = 21 | 14-3-3 Bad inh = -7

Compounds as they come. Share with any hit: about 4.7%.
